# Assay outcomes from PubChem.
# MBD2 DNA inh – inhibitors of MBD2 binding to methylated DNA, primary screen, biochemical, TR-FRET, DNA-binding domain, human; Methyl-CpG-binding domain protein 2 (Homo sapiens), Q9UBB5; inhibition, % at 4.4 µM; MBD2 binding to methylated oligonucleotide; 370,000 compounds, 0.31% hits; in the data active = inhibition above about 13%
# ssDAF12 agonist – S. stercoralis DAF-12 nuclear receptor activators, primary screen, cell-based, luminescence, HEK293, GRIP1 co-expression, lit1-tk-luc; 370,000 compounds, 1% hits; AID 652126, 2013; Nuclear hormone receptor DAF-12 (Strongyloides stercoralis); activation, % at 6.8 µM; HEK293 ssDAF-12/GRIP1 lit1-tk-luc reporter; % of 3 µM dafachronic acid response;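 active = activation above the mean over all tested compounds plus 3 SD, cut at about 0.9% in these data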;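 note: 0% = DMSO-only wells and 100% = 3 µM delta7-dafachronic acid wells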
# NR1D1 modulator – modulators of Rev-erb alpha DNA binding, primary screen, biochemical, FITC-DNA, fluorescence polarization, uHTS; 370,000 compounds, 0.79% hits; Nuclear receptor subfamily 1 group D member 1 (Homo sapiens), P20393; Rev-erbα–FITC-DNA binding, 90 min; AID 1259318, 2017; activity, % at 10 µM;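 active = activity above about 14%, limit read from the data; passing the limit was not always enough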;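 note: 0% = DMSO wells with 35 nM protein and 100% = DMSO wells with 750 nM protein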
# PLCb3 inh – human PLC-beta3 inhibitors, primary screen, biochemical, fluorescence; 1-phosphatidylinositol 4,5-bisphosphate phosphodiesterase beta-3 (Homo sapiens), Q01970; AID 720704, 2013; inhibition, % at 12.2 µM; 370,000 compounds, 0.18% hits; Purified PLC-beta3, fluorogenic substrate; in the data active = inhibition above about 11%;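 note: 0% = median of compound wells on plate and 100% = full blocker control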
# DAX1 inh-1 – DAX1 (NR0B1) inhibitors, primary screen, cell-based, HEK293, Gal4-DAX1, luciferase luminescence. AID 504766, 2011. HEK293 Gal4-DAX1 luciferase reporter. 340,000 compounds, 0.99% hits. inhibition, % at 6.75 µM. Nuclear receptor subfamily 0 group B member 1 (Homo sapiens), P51843;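 active = inhibition above the mean over all tested compounds plus 3 SD, cut at about 4.2% in these data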;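 note: 0% = DAX1-transfected cells with DMSO and 100% = empty-vector control cells with DMSO; inhibition shows as a rise in luminescence from relieved DAX1 repression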
# ADAM17 inh – ADAM17 inhibitors, primary screen, biochemical, QFRET; Disintegrin and metalloproteinase domain-containing protein 17 (Homo sapiens), P78536; inhibition, % at 6.95 µM; 370,000 compounds, 0.83% hits; AID 720648, 2013; recombinant ADAM17, EDANS/DABCYL FRET peptide cleavage;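 active = inhibition above the mean of compounds lying between control limits plus 3 SD, set per campaign, cut at about 8.5% in these data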;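 note: 0% = DMSO-only wells as the low control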
# SMARCA2 act – SMARCA2 (BRM) function activators, primary screen, cell-based, luminescence, high throughput | MG213 cells, MMTV-luciferase reporter, dexamethasone, overnight | activation, % at 9.1 µM | 370,000 compounds, 1% hits; in the data active = activation above about 7.8%;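 note: 0% = vehicle wells and 100% = reference activator wells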
# hgDAF-12 ag – H. glycines DAF-12 receptor agonists, primary screen, cell-based, luminescence, HEK293, GAL4 fusion, UAS-luciferase; 370,000 compounds, 1.8% hits; HEK293 GAL4-hgDAF12 UAS-luciferase reporter, agonist luminescence; normalized to butyrate control; AID 687014, 2013; activation, % at 6.8 µM;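 active = activation above a cutoff set at the mean of all screened compounds plus 3 SD, cut at about 10% in these data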;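 note: 0% = DMSO wells and 100% = sodium butyrate wells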
# PLCg1 inh – PLC-gamma1 enzyme inhibitors, primary screen, biochemical, fluorescence, purified enzyme; 1-phosphatidylinositol 4,5-bisphosphate phosphodiesterase gamma-1 (Homo sapiens), P19174; fluorogenic substrate; inhibition, % at 12.2 µM; 370,000 compounds, 0.84% hits; in the data active = inhibition above about 9.5%
# Target sequence (P19174 whole entry, looked up): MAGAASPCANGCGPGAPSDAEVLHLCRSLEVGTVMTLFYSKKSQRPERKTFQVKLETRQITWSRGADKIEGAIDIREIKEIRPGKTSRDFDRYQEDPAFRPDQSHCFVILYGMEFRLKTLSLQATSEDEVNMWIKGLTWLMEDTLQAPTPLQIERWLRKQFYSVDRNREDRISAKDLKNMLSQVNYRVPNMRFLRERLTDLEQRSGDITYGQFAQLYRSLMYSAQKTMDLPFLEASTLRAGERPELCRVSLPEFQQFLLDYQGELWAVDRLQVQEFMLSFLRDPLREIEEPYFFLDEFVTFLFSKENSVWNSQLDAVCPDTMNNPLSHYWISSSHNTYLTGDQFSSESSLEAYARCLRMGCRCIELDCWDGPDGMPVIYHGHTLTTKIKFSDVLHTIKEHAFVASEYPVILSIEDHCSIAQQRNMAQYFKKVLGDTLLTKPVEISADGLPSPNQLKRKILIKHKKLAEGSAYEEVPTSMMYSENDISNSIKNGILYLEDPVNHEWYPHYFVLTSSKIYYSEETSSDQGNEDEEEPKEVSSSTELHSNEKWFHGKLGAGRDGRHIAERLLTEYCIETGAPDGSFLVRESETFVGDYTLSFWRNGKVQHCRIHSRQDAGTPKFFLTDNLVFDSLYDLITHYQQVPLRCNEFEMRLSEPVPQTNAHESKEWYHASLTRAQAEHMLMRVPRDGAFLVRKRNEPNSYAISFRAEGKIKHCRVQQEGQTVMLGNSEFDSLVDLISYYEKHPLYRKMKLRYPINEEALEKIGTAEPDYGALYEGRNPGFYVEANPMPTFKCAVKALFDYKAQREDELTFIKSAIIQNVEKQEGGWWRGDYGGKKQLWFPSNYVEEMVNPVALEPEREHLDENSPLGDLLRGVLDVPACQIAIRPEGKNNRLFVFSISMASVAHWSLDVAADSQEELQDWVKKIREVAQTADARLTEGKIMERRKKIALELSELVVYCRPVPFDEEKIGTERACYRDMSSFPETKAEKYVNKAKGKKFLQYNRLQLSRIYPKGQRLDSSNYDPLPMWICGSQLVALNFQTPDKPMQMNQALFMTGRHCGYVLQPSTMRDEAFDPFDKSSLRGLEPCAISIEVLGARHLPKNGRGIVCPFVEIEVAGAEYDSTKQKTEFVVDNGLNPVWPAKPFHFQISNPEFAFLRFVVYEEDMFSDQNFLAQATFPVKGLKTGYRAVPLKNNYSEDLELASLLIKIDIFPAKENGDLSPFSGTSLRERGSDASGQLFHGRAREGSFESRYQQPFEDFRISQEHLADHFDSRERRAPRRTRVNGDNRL
# DAX1 inh-2 – DAX1 (NR0B1) inhibitors on StAR promoter, primary screen, cell-based, luminescence, SF-1 (NR5A1), full-length DAX-1 | inhibition, % at 6.8 µM | 370,000 compounds, 1.1% hits | HEK293T StAR-luciferase reporter, SF-1/DAX-1 repression relief | AID 652010, 2013;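 active = inhibition above the mean over all tested compounds plus 3 SD, cut at about 3.6% in these data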;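 note: 0% = DAX-1 cells with DMSO and 100% = cells lacking DAX-1 with DMSO; higher inhibition means more luminescence from relief of DAX-1 repression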
# hcDAF-12 act – H. contortus DAF-12 nuclear receptor activators, primary screen, cell-based, luminescence, HEK293, lit1-tk-luc reporter; HEK293 hcDAF-12 lit1-tk-luc reporter; 0% DMSO, 100% Δ7-dafachronic acid; activation, % at 6.8 µM; 370,000 compounds, 1.4% hits; AID 652067, 2013;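 active = activation above the mean of all tested compounds plus 3 SD, cut at about 5.5% in these data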;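 note: 100% = response to 3 µM Δ7-dafachronic acid high control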
# * hit, by the source's call; i = inactive; nt = no result given. Rows were taken by chance; overall some 7.4% were active at least once.
SMILES,MBD2 DNA inh,ssDAF12 agonist,NR1D1 modulator,PLCb3 inh,DAX1 inh-1,ADAM17 inh,SMARCA2 act,hgDAF-12 ag,PLCg1 inh,DAX1 inh-2,hcDAF-12 act
CCN(Cc1ccncc1)C(=O)C1CCC(=O)N(Cc2ccc(Cl)cc2)C1 (stereo unspecified),1,-1.3,10,-4,-0.4,0,-2,-3.3,4,-1.7,-2.5
CC1=C(C(=O)N(C)C)CC(CC(=O)NCC2CCCCC2)C(=O)N1CCCN1CCCC1=O (stereo unspecified),5,-0.9,-9,-1,1.4,-4,-3,-2.2,-3,-0.6,0.7
C=CCN(C(=O)CCC(=O)O)C1CC(=O)N(c2ccc(OCCC)cc2)C1=O (stereo unspecified),-3,-1.5,0,-2,2.0,-3,0,-1.1,0,0.0,-0.4
Cc1ccc(CNS(=O)(=O)c2ccc(C(C)(C)C)cc2)n1C,6,-1.4,2,-11,-1.2,-3,2,-0.1,-13,-0.7,-1.4
O=C(N/N=C/c1ccncc1)c1cccc([N+](=O)[O-])c1,-1,0.0,0,5,nt,3,1,3.7,8,-0.8,0.2
C=CCn1c(SCc2nc3ccccc3[nH]2)nnc1-c1cccc(OC)c1,-1,-1.4,-3,-13,-1.1,-4,1,-4.7,-6,-0.6,-1.2
CS(=O)(=O)c1ccc(Cl)c(NC(=O)COC(=O)c2ncc(Cl)c(Cl)c2Cl)c1,-2,-0.7,0,-6,-0.2,-6,1,0.9,1,1.1,-1.1
CC1(C)CCC(=O)c2ccccc21,-3,-0.5,2,0,0.4,-6,-3,-0.3,0,-0.5,-1.2
CC(C)(C)OC(=O)NNC(=S)NCc1ccc(Cl)cc1,3,-1.1,3,0,0.2,-6,-1,-1.7,-1,-0.3,-0.7
CC(=O)OC(C)(C)C1Cc2cc3ccc(=O)oc3cc2O1 (stereo unspecified),-2,-1.5,0,-160,1.3,-356,5,4.4,-96,0.0,-0.8
CCCc1cc(=O)[nH]c(SCC(=O)C(C)(C)C)n1,3,-1.2,-1,0,0.3,-8,-1,1.4,-1,0.8,-0.5
O=C(CN1CCN(S(=O)(=O)c2ccc(F)cc2)CC1)Nc1ccc(Cl)cn1,-1,-1.8,9,-4,-2.2,-3,-2,-0.2,0,-0.1,-2.6
O=[N+]([O-])c1cc([N+](=O)[O-])c(Oc2cc(F)ccc2F)cc1NN1CCCCC1,0,-0.6,3,-1,0.8,0,-1,2.3,0,-0.9,1.6
CCC(C(=O)NN1C(=O)c2ccccc2C1=O)c1ccccc1 (stereo unspecified),-1,-1.4,0,4,-0.1,1,-2,-1.9,1,0.4,1.7
Cc1c(C)n(Cc2ccccc2)c2ccc(C(=O)NCCCN3CCOCC3)cc12,2,-1.3,1,-22,0.8,-5,-3,-2.2,-8,-2.6,-2.2
Cc1[nH]n(-c2ccccc2)c(=O)c1C=NCC1CCCO1 (stereo unspecified),1,1.0*,-1,-1,-0.5,4,1,3.5,4,1.4,0.7
CCOC(=O)c1sc(NC(=S)NC(=O)c2cccc(OC)c2)nc1C,2,0.2,94*,-1,0.1,-1,1,3.5,7,0.4,1.7
CCC(C)c1ccc(NC(=O)NCc2cccnc2)cc1 (stereo unspecified),5,-1.5,6,-11,0.2,2,0,-1.7,7,-1.0,0.4
Cc1cc(Cl)c2oc(C(=O)N3CCN(C(=O)c4ccco4)CC3)c(C)c2c1,-1,-0.2,-1,-3,1.8,0,4,4.3,1,0.4,0.4
CC(OC(=O)/C=C/c1ccc2ccccc2n1)C(=O)Nc1ccc(S(N)(=O)=O)cc1 (stereo unspecified),8,-0.9,-3,-4,-1.9,-14,-1,-5.2,-4,-1.9,-1.8
CCC1CCCCN1CCCNC(=O)CCCNC(=O)Cn1cnc2sc3c(c2c1=O)CCCC3 (stereo unspecified),4,-0.8,-4,-12,0.7,-2,-2,3.8,7,0.1,1.1
O=S(=O)(NCc1ccco1)c1cccc2cccnc12,0,-0.2,7,-4,0.9,-2,0,0.7,-2,0.9,-0.7
Cc1ccc(C(=O)Nc2nnc(-c3ccco3)o2)cc1C,3,1.1*,1,-15,0.2,-1,2,14*,-9,0.1,2.8
O=C(CSc1nc2ccccc2c(=O)n1-c1ccccc1)NCC1CCCO1 (stereo unspecified),0,-0.5,4,0,0.9,-2,-3,-3.8,3,0.0,0.3
Cc1cccc(NC(=O)c2ccc3nccnc3c2)c1C,-7,-0.5,3,-25,-0.6,0,1,3.5,0,-0.5,1.1
O=C(c1[nH]c(C(F)(F)F)nc1-c1ccccc1)N1CCN(c2ncccn2)CC1,1,-1.3,4,-3,nt,-3,-2,1.5,-2,-0.7,0.2
COC(=O)c1cnc(SCc2ccc(Cl)cc2)n1C,-4,-1.0,7,1,-0.3,1,5,6.1,2,0.4,-0.2
O=C(C[C@H]1C[C@H](C(=O)N2CCOCC2)[C@@]2(CCC3CCCC3)c3[nH]c4cc(-c5ccco5)ccc4c3CCN2C1=O)NCc1ccco1,1,-1.7,-3,i,-1.0,-87,-5,0.7,-489,2.5,-1.2
CCOc1ccc(N2CC(C(=O)Nc3nnc(CC)s3)CC2=O)cc1 (stereo unspecified),1,-0.1,3,-10,-0.7,0,1,1.3,-1,0.2,2.1
Cc1ccc(CCNC(=O)C2CC(c3cc(C(F)(F)F)cc(C(F)(F)F)c3)=NO2)cc1 (stereo unspecified),2,-1.0,-2,2,0.8,-1,1,1.4,0,0.3,-0.9
COc1ccc2cc(C(=O)C3CCCN(Cc4cnc(N5CCOCC5)s4)C3)ccc2c1 (stereo unspecified),7,-2.3,nt,-111,-2.8,-45,-5,-2.1,-56,-3.1,-3.2
C[n+]1ccc(/C=C/c2ccc(Br)cc2)cc1,-1,-1.3,1,-32,-1.1,-11,0,-1.5,-25,-0.1,1.2
CCN(c1ccccc1)S(=O)(=O)c1cccc(C(=O)NCCN2CCOCC2)c1,0,-0.7,2,-6,-0.2,0,-1,-2.2,3,1.0,0.6
C=C(C)CNC(=S)NNC(=O)CCn1c2ccc(Cl)cc2c2cc(Cl)ccc21,-6,-1.3,2,5,3.3,9.7*,-3,4.5,2,-0.9,2.7
Cc1ccc(-c2nc(CS(=O)(=O)CC(=O)N3CCCCCC3)c(C)o2)cc1,-3,-1.8,-2,3,-0.9,2,-9,-5.1,8,-2.7,-3.3
COc1cccc(Nc2ccc(-n3ccnc3)nn2)c1,-1,-0.1,2,0,2.4,-3,2,5.7,1,0.5,0.9
COc1cccc2cc(C(=O)NCCc3ccccc3)c(=O)oc12,0,-0.5,2,-21,2.5,0,-4,1.0,-10,0.1,1.0
CN(C)S(=O)(=O)c1cc(NC(=O)COC(=O)CC2Sc3ccccc3NC2=O)ccc1Cl (stereo unspecified),-4,-0.4,2,-2,1.4,1,-1,0.1,3,-0.5,5.1
Cc1ccccc1NC(=O)CN1C(=O)NC2(CCCCC2)C1=O,2,-1.5,-7,3,0.7,-2,3,3.6,1,1.2,-1.2
Cc1cccc(NC(=O)CN2CCN(C(=O)c3cc(C4CC4)nn3-c3ccccc3)CC2)c1C,1,-1.0,1,-4,-0.3,-4,-4,-4.4,-1,-0.4,3.2
COC(=O)c1c(C)oc2ccc(NS(=O)(=O)c3cc(OC)ccc3OC)cc12,-1,-1.4,0,1,-0.8,2,0,-0.5,7,0.1,-0.6
CN(Cc1ccc2c(c1)CCCN2C)C(=O)[C@H]1O[C@@H](n2cnc3c(N)ncnc32)[C@H](O)[C@@H]1O,0,-1.0,3,-16,nt,0,2,-3.5,-13,-1.1,-3.6
COc1ccc(N=C2C(=O)N3c4c(cccc42)C(C)=CC3(C)C)cc1,-17,-0.3,6,1,-1.0,1,-2,-2.8,-2,-0.4,-2.3
NNC(=O)Cc1cc(=O)[nH][nH]1,-5,-1.0,0,2,2.4,4,-3,-0.5,3,-0.4,0.1
O=C(Cc1ccccc1)NCCSCc1ccco1,1,-1.4,7,-5,0.7,-1,-3,-0.6,1,0.1,1.5
CC(NC(=O)COC(=O)CSCc1ccccc1)c1ccccc1 (stereo unspecified),-1,-1.3,-2,2,3.1,-1,1,-3.4,0,0.8,-0.9
CC1CCN(CCOc2cccc(Br)c2)CC1,-1,-1.1,7,2,0.2,0,1,-1.8,5,0.3,0.0
COc1ccc(OCC(=O)NC2CC(C)(C)NC(C)(C)C2)cc1,4,-0.6,-1,3,0.9,-3,0,-0.9,-3,0.6,-1.1
COc1ccc(CCn2c(=O)[nH]c3cc(C(=O)NCCN4CCOCC4)ccc3c2=O)cc1OC,1,-1.2,-3,-6,-1.1,-6,-4,0.7,3,0.1,-0.4
COCCCn1c(SCC(=O)N2CCOCC2)nc2cc(Cl)ccc2c1=O,5,-1.2,2,-10,0.3,5,-5,-1.6,2,-0.3,-1.4

# (continued)
SMILES,MBD2 DNA inh,ssDAF12 agonist,NR1D1 modulator,PLCb3 inh,DAX1 inh-1,ADAM17 inh,SMARCA2 act,hgDAF-12 ag,PLCg1 inh,DAX1 inh-2,hcDAF-12 act
CC(=O)N1c2ccc(S(=O)(=O)N3CCC(C(=O)Nc4ccc(F)cc4)CC3)cc2CC1C (stereo unspecified),3,-1.2,-6,3,-1.1,-2,-2,-4.4,0,-4.5,-3.5
Cc1nn(CC(=O)O)c(C)c1N,8,-1.2,2,-6,1.7,-4,-4,-2.3,1,0.5,0.5
CSc1nsc(SCC(=O)Nc2ccccc2F)n1,2,-0.1,3,-6,-0.5,-1,1,7.3,-1,0.6,2.2
CCOC(=O)c1c(NC(=O)C2COc3ccccc3O2)sc2c1CC(C)(C)NC2(C)C (stereo unspecified),3,-1.4,-8,0,-1.1,-2,-2,-3.0,0,-1.0,-2.7
CCOC(=O)c1ccc(S(=O)(=O)Nc2ccc3cn[nH]c3c2)cc1,3,0.3,-3,2,-2.3,1,-5,-1.4,-1,-1.6,-0.5
COc1cc(/C=C/C(=O)NNC(=O)c2cccc(S(=O)(=O)N(C)C)c2)cc(OC)c1OC,-1,-0.9,-5,-19,3.7,-13,-2,0.5,-20,-1.5,-1.6
